# phage Ecoli inh: growth loss of phage-infected E. coli, primary screen, RecBCD inhibitor project, absorbance, with phage, HTS | inhibition, % at 11.9 µM | AID 651602, 2012 | 0.26% of 360,000 active; in the data active means inhibition above about 11%
# CAL PDZ FP: CAL PDZ peptide-binding inhibitors, primary screen, biochemical, fluorescence polarization, Cer-tagged CAL PDZ, HTS; Golgi-associated PDZ and coiled-coil motif-containing protein (Homo sapiens), Q9HD26; purified CAL PDZ, TMR-peptide fluorescence polarization, 1 h; inhibition, % at 20 µM; 0.02% of 330,000 active; AID 504414, 2011;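 active means highest replicate inhibition of at least 40%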;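 further: plate controls were DMSO neutral control wells for no effect and unlabeled competitor peptide control wells for full effect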
#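 System: purified tagged CAL PDZ domain construct (CerCALP). Schedule: 1 h incubation at room temperature before polarization reading. Medium: 25 mM sodium phosphate pH 7.4, 150 mM NaCl, TCEP, IgG, Thesit. Read-out: percent inhibition from loss of millipolarization. Measured by: FP readout, S and P plane fluorescence. Probe or stimulus: fluorescent TMR peptide probe.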
# DAGLB inhibitor: DAGLB lipase inhibitors, primary screen, biochemical, fluorescence, HTS; HEK293T DAGLB membrane lysate, EnzChek fluorogenic substrate; Diacylglycerol lipase-beta (Homo sapiens), Q8NCG7; AID 504411, 2011; inhibition, % at 5.17 µM; 0.059% of 340,000 active; in the data active means inhibition above about 34%;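 further: 0% = enzyme with vehicle and 100% = wells lacking enzyme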
# Target sequence (Q8NCG7 whole entry, looked up): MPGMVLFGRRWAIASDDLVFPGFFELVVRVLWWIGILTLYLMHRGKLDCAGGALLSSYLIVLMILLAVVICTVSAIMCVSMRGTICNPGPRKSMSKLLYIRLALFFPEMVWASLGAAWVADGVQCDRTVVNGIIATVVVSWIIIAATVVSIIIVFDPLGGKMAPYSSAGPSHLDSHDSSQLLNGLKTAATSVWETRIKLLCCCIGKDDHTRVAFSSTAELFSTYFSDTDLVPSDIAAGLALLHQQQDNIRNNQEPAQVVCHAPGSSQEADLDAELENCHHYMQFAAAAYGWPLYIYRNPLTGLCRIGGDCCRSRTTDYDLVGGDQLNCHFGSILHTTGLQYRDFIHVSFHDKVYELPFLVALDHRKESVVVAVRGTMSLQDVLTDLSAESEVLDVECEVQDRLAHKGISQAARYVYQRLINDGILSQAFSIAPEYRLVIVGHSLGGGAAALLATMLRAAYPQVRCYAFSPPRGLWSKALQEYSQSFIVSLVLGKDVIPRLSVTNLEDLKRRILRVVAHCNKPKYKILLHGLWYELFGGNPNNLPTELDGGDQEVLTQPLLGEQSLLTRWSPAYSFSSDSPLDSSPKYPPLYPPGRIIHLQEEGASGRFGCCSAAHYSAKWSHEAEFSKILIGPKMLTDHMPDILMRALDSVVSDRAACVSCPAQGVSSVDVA
# Rtt109 Vps75: inhibitors of C. albicans Rtt109/Vps75 HAT, primary screen, biochemical, ThioGlo CoA-SH fluorescence, plate reader; 0.16% of 330,000 active; Histone acetyltransferase RTT109 (Candida albicans (strain SC5314 / ATCC MYA-2876)), …; purified Rtt109/Vps75, 4 h; inhibition, % at 34.9 µM;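 active means inhibition of at least 50% in every replicate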
# Target sequence (Q5AAJ8 whole entry, looked up): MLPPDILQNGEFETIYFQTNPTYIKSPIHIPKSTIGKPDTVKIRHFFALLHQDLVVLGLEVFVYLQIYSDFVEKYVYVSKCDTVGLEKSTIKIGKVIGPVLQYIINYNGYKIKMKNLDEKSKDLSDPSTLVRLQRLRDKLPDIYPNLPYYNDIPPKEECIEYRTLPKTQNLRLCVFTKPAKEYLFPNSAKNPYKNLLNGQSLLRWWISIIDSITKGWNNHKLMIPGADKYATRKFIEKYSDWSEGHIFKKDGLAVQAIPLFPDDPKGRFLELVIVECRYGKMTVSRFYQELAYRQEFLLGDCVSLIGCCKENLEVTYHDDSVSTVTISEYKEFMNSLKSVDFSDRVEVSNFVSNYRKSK
# PvdQ inh: P. aeruginosa PvdQ acylase inhibitors, primary screen, biochemical, fluorescence, plate reader and imaging, single point | 0.063% of 340,000 active | PvdQ acylase [Pseudomonas aeruginosa LESB58] | AID 488965, 2010 | inhibition, % at 10 µM | purified PvdQ acylase; in the data active means inhibition above about 30%, passing the limit was not always enough;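 further: 0% = vehicle neutral wells and 100% = reference inhibitor wells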
# Wnt bcat act: Wnt/beta-catenin pathway activators, primary screen, cell-based, plate reader, single point | 1.2% of 300,000 active | Wnt/beta-catenin reporter cell assay, activator | activation, % at 9.35 µM; in the data active means activation above about 30%, passing the limit was not always enough;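 further: 0% = neutral control wells and 100% = positive control wells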
# AddAB inh: growth inhibition of E. coli expressing H. pylori AddAB, primary screen, AddAB inhibitor project, absorbance. inhibition, % at 11.9 µM. 0.29% of 330,000 active; in the data active means inhibition above about 12%;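 further: 0% = vehicle wells of infected cells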
# Tat transport: E. coli Tat export inhibitors, primary screen, MC4100, TorA-mCherry reporter, fluorescence, single point | AID 488895, 2010 | inhibition, % at 10 µM | 0.036% of 340,000 active;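 active means mean replicate inhibition at least 50% and at least half of replicates individually reaching 50%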;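 further: exported cargo escapes ClpAP degradation while cytoplasmic cargo is degraded and loses fluorescence; 0% = median of neutral control wells and 100% = median of NaSCN control wells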
# Ecoli viability: E. coli V3065 growth inhibition, primary screen, counter-screen for AddAB inhibitor project, absorbance, OD600; 18 h; inhibition, % at 11.9 µM; 0.27% of 330,000 active; AID 449728, 2010;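 active means inhibition above the campaign's mean inhibition across all tested compounds plus 3 SD, cut at about 9.9% in these data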;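 further: uninfected addAB+ strain grown without phage in ampicillin broth; 0% = DMSO wells and 100% = ciprofloxacin 0.95 µg/ml wells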
# PfHsp90 set2: growth inhibition of PfHsp90-expressing yeast, primary screen, antimalarial PfHsp90 inhibitor project, S. cerevisiae, BacTiter-Glo luminescence, single point, set 2; BacTiter-Glo ATP, 48 h; yeast lacking PDR1 and PDR3 efflux regulators; inhibition, % at 9.4 µM; 0.32% of 310,000 active;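 active means every replicate shows inhibition above about 80%, whatever the replicate mean, limit read from the data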;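 further: 0% = DMSO neutral controls and 100% = 20 µM radicicol positive controls; yeast relying on Plasmodium falciparum Hsp90 in place of its own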
# An asterisk follows results filed as active; · = not tested or not shown.
SMILES,phage Ecoli inh,CAL PDZ FP,DAGLB inhibitor,Rtt109 Vps75,PvdQ inh,Wnt bcat act,AddAB inh,Tat transport,Ecoli viability,PfHsp90 set2
Cc1cccc(NC(=S)NCCO)c1C,1.7,-1.1,2,3,-11,-1,1.1,2,2.0,21
Cc1sc(-n2c(C)cc(/C=C3\SC(=S)NC3=O)c2C)c(C#N)c1C,0.4,-0.4,10,-6,11,·,0.2,5,-3.0,-39
Cc1cc(C)cc(-n2c(C)cc(/C=N/NC(=O)c3cccc([N+](=O)[O-])c3C)c2C)c1,3.8,0.3,-7,-7,-9,·,3.7,-9,1.8,-3
O=C(CNC(=O)c1ccccc1F)NC1CC1,0.8,-0.3,1,1,-9,·,0.2,0,-1.3,19
Cc1ccc(-c2csc3ncnc(OCC(=O)NC(=O)NCc4ccco4)c23)cc1,1.1,-2.2,0,7,-5,-5,0.2,-1,-0.4,0
O=C(CSc1ccccn1)Nc1ccc(Cl)c([N+](=O)[O-])c1,2.8,0.1,-1,-4,0,0,3.3,-3,3.8,-9
O=c1c2ccccc2nc(/C=C/c2cccc([N+](=O)[O-])c2)n1CCO,2.5,-2.3,0,-1,-10,-4,1.1,6,1.3,4
CCOc1ccc(S(=O)(=O)N/N=C(\C)C2CCCCC2)cc1,3.9,-1.6,-6,2,-5,-2,5.5,-4,2.0,17
COc1ccc(NC(=O)CCS(=O)(=O)c2ccc3c(c2)CCCN3C(C)=O)cc1Cl,3.8,-1.3,-1,0,0,·,0.4,1,0.7,·
COc1ccc(OC)c(NC(=O)NNC(=O)COc2ccc(F)cc2F)c1,2.2,-1.4,-5,-7,8,3,-4.1,3,-3.4,-6
CCOC(=O)CSc1nnc(CNC(=O)c2ccc(OC)cc2)n1-c1ccc(OC)cc1,2.5,·,0,-4,-25,2,3.8,7,-1.7,·
O=C(O)/C(=C\c1ccc(-c2ccc(F)cc2)o1)c1ccccc1,-0.9,0.6,3,14,9,1,·,-3,·,-63
Cc1ccc(C)c(S(=O)(=O)N/N=C/c2ccc(F)cc2)c1,0.0,0.2,-2,2,11,0,3.1,-3,0.7,11
O=C(NC1CCCC1)c1cc2c(ccc3ccccc32)o1,5.0,-3.1,1,-5,-4,·,4.3,-1,0.4,·
Cc1cc(C(=O)N/N=C/c2ccco2)n[nH]1,1.7,-0.3,-3,3,9,3,2.3,-9,-0.8,10
O=S1(=O)CCOC[C@H](Cc2ccccc2)N1Cc1ccccc1F,4.1,-0.2,-4,3,-9,-1,3.3,4,1.0,·
Cc1ccc(C(=O)N2CCN(Cc3ccc4c(c3)OCO4)CC2)cc1C,0.7,-0.5,-1,-3,0,0,-1.6,-6,0.2,13
O=C(O)c1cc2ccccc2c(N=Nc2cccnc2)c1O,·,-2.3,4,1,8,·,-0.8,-12,-2.5,-20
COc1ccc(C2CCCN2C(=S)Nc2ccc(C)cc2Cl)cc1OC (stereo not given),1.4,-0.6,-2,6,-8,4,-1.4,-4,0.1,22
S=C(NCCCN1CCOCC1)N1CCOCC1,3.6,-1.1,2,3,-11,1,1.9,-8,-2.3,-3
Cc1ccc(C)c(S(=O)(=O)N2CCN(C(=O)c3cncc(Br)c3)CC2)c1,0.8,-3.9,-2,17,-18,-6,3.8,-1,-2.6,-11
CCN(CC(=O)Nc1cc(Cl)ccc1C)C(=O)c1cc([N+](=O)[O-])ccc1N1CCOCC1,6.4,-0.9,-2,3,-7,-3,-1.0,-1,2.0,2
Cc1csc(N2CCN(c3cc4c(cc3Cl)nc(-c3ccncc3)n4CCCN3CCCC3)CC2)n1,1.8,1.3,-4,-8,-9,-6,2.4,-6,-1.1,-4
O=C1c2ccccc2C(=O)N1Nc1ccc([N+](=O)[O-])cc1[N+](=O)[O-],-0.2,-2.5,1,-4,-17,-2,3.1,5,-3.8,-4

# Sorted by length of the SMILES (rising): 14 of the compounds above.
SMILES,phage Ecoli inh,CAL PDZ FP,DAGLB inhibitor,Rtt109 Vps75,PvdQ inh,Wnt bcat act,AddAB inh,Tat transport,Ecoli viability,PfHsp90 set2
S=C(NCCCN1CCOCC1)N1CCOCC1,3.6,-1.1,2,3,-11,1,1.9,-8,-2.3,-3
Cc1cc(C(=O)N/N=C/c2ccco2)n[nH]1,1.7,-0.3,-3,3,9,3,2.3,-9,-0.8,10
O=C(NC1CCCC1)c1cc2c(ccc3ccccc32)o1,5.0,-3.1,1,-5,-4,·,4.3,-1,0.4,·
CCOc1ccc(S(=O)(=O)N/N=C(\C)C2CCCCC2)cc1,3.9,-1.6,-6,2,-5,-2,5.5,-4,2.0,17
O=S1(=O)CCOC[C@H](Cc2ccccc2)N1Cc1ccccc1F,4.1,-0.2,-4,3,-9,-1,3.3,4,1.0,·
O=C(O)/C(=C\c1ccc(-c2ccc(F)cc2)o1)c1ccccc1,-0.9,0.6,3,14,9,1,·,-3,·,-63
Cc1ccc(C(=O)N2CCN(Cc3ccc4c(c3)OCO4)CC2)cc1C,0.7,-0.5,-1,-3,0,0,-1.6,-6,0.2,13
O=c1c2ccccc2nc(/C=C/c2cccc([N+](=O)[O-])c2)n1CCO,2.5,-2.3,0,-1,-10,-4,1.1,6,1.3,4
Cc1ccc(C)c(S(=O)(=O)N2CCN(C(=O)c3cncc(Br)c3)CC2)c1,0.8,-3.9,-2,17,-18,-6,3.8,-1,-2.6,-11
CCOC(=O)CSc1nnc(CNC(=O)c2ccc(OC)cc2)n1-c1ccc(OC)cc1,2.5,·,0,-4,-25,2,3.8,7,-1.7,·
COc1ccc(NC(=O)CCS(=O)(=O)c2ccc3c(c2)CCCN3C(C)=O)cc1Cl,3.8,-1.3,-1,0,0,·,0.4,1,0.7,·
O=C1c2ccccc2C(=O)N1Nc1ccc([N+](=O)[O-])cc1[N+](=O)[O-],-0.2,-2.5,1,-4,-17,-2,3.1,5,-3.8,-4
Cc1csc(N2CCN(c3cc4c(cc3Cl)nc(-c3ccncc3)n4CCCN3CCCC3)CC2)n1,1.8,1.3,-4,-8,-9,-6,2.4,-6,-1.1,-4
CCN(CC(=O)Nc1cc(Cl)ccc1C)C(=O)c1cc([N+](=O)[O-])ccc1N1CCOCC1,6.4,-0.9,-2,3,-7,-3,-1.0,-1,2.0,2

# Single entries from the list.
# DAGLB inhibitor, Cc1ccc(C)c(S(=O)(=O)N2CCN(C(=O)c3cncc(Br)c3)CC2)c1 → -2
# Wnt bcat act, CCN(CC(=O)Nc1cc(Cl)ccc1C)C(=O)c1cc([N+](=O)[O-])ccc1N1CCOCC1 → -3

# Remaining list, next part.
SMILES,phage Ecoli inh,CAL PDZ FP,DAGLB inhibitor,Rtt109 Vps75,PvdQ inh,Wnt bcat act,AddAB inh,Tat transport,Ecoli viability,PfHsp90 set2
O=[N+]([O-])c1ccc(N2CCCC2)cc1NC1CC1,2.0,-0.8,1,-4,-10,2,2.4,-1,-0.4,14
O=[N+]([O-])c1ccc(Oc2ccc(C(F)(F)F)cn2)cc1,3.5,-2.8,-3,-10,-10,-1,2.8,1,0.5,-9
Cc1cccc(/C=N/c2sc3c(c2C#N)CCN(Cc2ccccc2)C3)c1O,2.0,-1.9,-4,-1,-15,-12,2.1,1,2.6,-5
c1ccc(-c2cn3nc(-c4ccccc4)sc3n2)cc1,·,-0.3,-4,·,12,·,0.5,6,-0.4,0
Cc1cc2cc(CNC(=S)NCc3ccccc3)ccc2n1C,2.4,-0.4,9,-1,1,2,0.1,1,1.2,-27
O=C1Cc2cc(S(=O)(=O)Nc3ccc(F)cc3Cl)ccc2N1,5.6,0.5,0,-6,-12,-3,0.4,6,-0.5,19
CCOc1cc2c(cc1OCC)C(c1ccccc1)N(c1ccccc1)C(=O)C2 (stereo not given),3.0,-1.3,-3,5,-11,·,0.4,-5,-0.3,9
O=C(NC1CCCCC1)C1CCN(S(=O)(=O)c2cccc3nsnc23)CC1,4.8,-2.1,-4,-5,-17,-1,1.3,1,-0.4,22
O=c1c(-c2ccc(Br)cc2)coc2c(CN3CCCCC3)c(O)ccc12,1.1,-0.2,-1,5,5,0,·,1,·,17
COc1ccc(OCC(=O)Nc2cc3c(cc2C(=O)O)OCCCO3)cc1,2.9,-2.8,1,4,-13,1,2.2,1,0.6,8
COC(=O)c1ccc(C)c(NC(=O)CCCN2C(=O)CN(C)C2=O)c1,2.4,0.7,-3,0,-7,3,1.2,5,0.8,15
CCOc1cc(C(=O)NN2CCOCC2)cc(OCC)c1OCC,3.0,0.3,0,-2,-16,5,3.0,-5,-1.0,4
CCCCOc1ccc(C(=O)Nc2ccc(S(=O)(=O)Nc3cc(C)on3)cc2)cc1OC,1.0,-1.3,-1,11,11,·,2.7,-4,1.9,-2
COCCn1cnnc1SCC(=O)Nc1sc2c(c1C#N)CCC2,2.1,-1.8,0,16,-4,-1,1.2,-1,0.0,-2
C/C(=N\NC(=O)c1cccc(S(=O)(=O)N2CCOCC2)c1)c1ccc(C)cc1,-0.1,-1.4,0,4,-18,-26,1.6,-5,-1.4,4
Cc1nnc2ccc(-c3cccc(NC(=O)Cc4cccs4)c3)nn12,2.5,-8.2,4,-4,-5,-4,2.3,3,-0.6,-19
O=C(Nc1ccc([N+](=O)[O-])cc1)Nc1ccon1,4.0,-3.5,0,5,6,-2,4.9,-2,1.6,-7
CN(C)c1ccc(/C=N/n2c(COc3ccccc3)n[nH]c2=S)cc1,1.4,-1.1,-1,11,6,-2,1.5,-6,-0.5,-9
CCOc1ccc(N2C(=O)Nc3ccccc3C2(O)C(=O)NCc2ccco2)cc1 (stereo not given),0.6,-1.6,-1,-6,-12,0,1.2,-1,2.3,22
COc1ccccc1C(=O)NCCC(=O)N1CCN(c2ccccc2Cl)CC1,2.6,-0.3,-4,3,0,-6,5.5,-1,0.4,12
O=C1c2ccccc2C(=O)N1CCCP(=O)(O)CCc1ccccc1,2.1,0.7,-1,-4,-9,-2,0.7,4,0.9,-5
Cc1ccc(C)c(N2CCN(C(=O)CN(C)S(=O)(=O)c3ccc4c(c3)CCC(=O)N4)CC2)c1,0.2,-0.1,1,3,-15,0,0.2,3,-0.5,7
COc1cc(OC)cc(C(C(=O)NC2CCCCC2)N(C(=O)c2ccno2)c2ccccc2)c1 (stereo not given),1.3,-0.7,0,3,-9,·,4.6,5,0.5,-20
O=C(Nc1ccncc1)C1(c2ccccc2)CCCC1,5.2,0.0,-1,-1,-12,-1,2.2,-4,1.0,-26
Cc1cc(/C=C2/NC(=O)NC2=O)c(C)n1-c1ccc(N2CCOCC2)cc1,1.4,-3.4,0,8,7,13,-1.4,-3,-1.1,·
COc1cc(C=O)ccc1OCCCOc1ccccc1[N+](=O)[O-],0.9,-3.4,-3,0,-2,-3,4.6,-7,1.0,31
CCCCCOc1ccc(C(=O)OCC(=O)Nc2cc(C)c(C)cc2[N+](=O)[O-])cc1,0.6,-1.9,-2,-7,8,·,-0.4,-4,-1.3,9
C#CCOc1ccccc1C(N)=O,3.0,·,·,·,·,3,1.4,·,1.6,·
